RNase H inhibition: RNase H inhibition, HIV 1 Gag Pol polyprotein, FRET biochemical assay, screening (AID 372); HIV-1 RT RNase H, FRET RNA/DNA substrate fluorescence; higher % means a stronger effect; inhibition, % at 10 µM; hits with a dose series show IC50 in µM; 100,000 tested, 0.77% active; in the data active = inhibition above about 50%
Numbers without * were called inactive. These rows are one share of the data, so the mix of outcomes need not match the whole.

SMILES | RNase H inhibition
CCN(CC)c1ccc(NC(=S)NC(=O)c2ccc(OC)c(OC)c2)cc1 | 29%
CCCOC(=O)C(C(=O)OCCC)=C(N)C(Cl)(Cl)Cl | 0%
COC(=O)c1cc(NC(=O)c2ccc(-c3cccc([N+](=O)[O-])c3)o2)cc(C(=O)OC)c1 | 10%
CCc1ccc2oc(-c3ccc(NC(=S)NC(=O)c4cccs4)cc3)nc2c1 | 44%
CC(=O)c1c(C(C)=O)c(C)n(NC(=O)c2cc(Br)ccc2O)c1C | 3%
COc1ccc(NC(=O)c2c(NC(=O)c3ccccc3)sc3c2CCCC3)cc1 | 12%
C=CCc1cccc2cc(C(C)=O)c(=O)oc12 | 13%
COc1ccc(N2C(=O)/C(=C\c3cc(Cl)c(O)c(OC)c3)SC2=S)cc1 | 42%
COc1cccc(NC2=NS(=O)(=O)c3ccccc32)c1 | 0%
Cc1ccc(NC(=O)CSCc2ccc(Cl)cc2)c(C)c1 | 13%
COc1ccccc1OCCSc1nc2ccccc2c(=O)[nH]1 | 17%
COc1ccc(NC(=O)CSc2ccc3ccccc3n2)cc1 | 30%
O=C(Nc1ncc(S(=O)(=O)c2ccc([N+](=O)[O-])cc2)s1)c1ccc(Cl)cc1 | 11%
C=CCc1ccccc1OCc1nnc(N)s1 | 5%
FC(F)(F)c1ccc(/C=N/N2CCN(Cc3ccc(Cl)cc3)CC2)cc1 | 15%
CCOC(=O)c1c(NC(=O)c2ccc(Br)cc2)sc(C(=O)N2CCCCCC2)c1C | 0%
CN(C)c1nc(N/N=C/c2ccc(O)cc2O)nc(Nc2ccc(F)cc2)n1 | 14%
COc1cc(C(=O)NC(=S)Nc2ccc(N3CCCCC3)cc2)cc(OC)c1OC | 23%
Cc1cccc(N2C(=O)C(O)=C(C(=O)/C=C/c3ccccc3)C2c2ccc(F)cc2)c1 (stereo not given) | 0%
Cc1c(/C=C2\SC(=O)N(C)C2=O)c2ccccc2n1C | 16%
CCCCOC(=O)c1cccc(NC(=O)COc2ccc(C)cc2C)c1 | 13%
Cc1cc(C)c(NC(=O)c2c(-c3ccccc3Cl)noc2C)c(C)c1 | 6%
O=c1cccc(-c2ccc(Br)cc2)o1 | 12%
O=[N+]([O-])c1cccc(S(=O)(=O)Nc2cccc(I)c2)c1 | 0%
O=C1CN(S(=O)(=O)CCOc2ccccc2)CC(=O)N1CCOc1ccccc1 | 8%
CC(=O)N1c2ccc3ccccc3c2C2C=CCC2C1c1ccc(Br)cc1 (stereo not given) | 20%
O=C(Nc1ccc(F)c(Cl)c1)c1cc2ccccc2oc1=O | 5%
Cc1ccc(C)c(-c2csc(Nc3cccc4ccccc34)n2)c1 | 7%
Cc1ccc(/C=N/NC(=O)Cc2cccc3ccccc23)cc1 | 7%
COc1ccccc1N1C(=O)c2ccc(C(=O)c3ccc4c(c3)C(=O)N(c3ccccc3OC)C4=O)cc2C1=O | 0%
Cc1cc(C)c(S(=O)(=O)NCCc2ccc(S(N)(=O)=O)cc2)c(C)c1 | 5%
Cc1cccc(C)c1NC(=O)CSc1nc2ccc([N+](=O)[O-])cc2s1 | 11%
CCOc1ccccc1NC(=O)c1ccc(OC)c(OC)c1 | 0%
COc1ccc(-c2[nH]ncc2-c2ccccc2Cl)c(O)c1 | 17%
Cc1ccc(C)c(NC(=O)c2cc(-c3cccc(Br)c3)nc3ccccc23)c1 | 7%
CCOC(=O)C1=C(C)N=c2s/c(=C\c3cccc(OCc4ccc(Cl)cc4)c3)c(=O)n2C1c1ccc(Cl)cc1 (stereo not given) | 0%
CCc1ccccc1NC(=O)C(=O)NCCc1ccc(OC)c(OC)c1 | 18%
O=C(O)c1cc2cc(OCc3ccccc3)c(OCc3ccccc3)cc2o1 | 6%
CC(=O)c1cccc(NC(=O)c2cccc(N3C(=O)c4ccccc4C3=O)c2)c1 | 7%
Cc1csc(NC(=O)c2ccc(Cl)c([N+](=O)[O-])c2)n1 | 3%
COc1ccccc1NC(=O)Nc1cccnc1 | 6%
Cc1ccc(C(=O)NCc2ccc3c(c2)OCO3)cc1C | 13%
O=C(Nc1ccc([N+](=O)[O-])cn1)c1cccnc1 | 0%
COc1ccc(-n2cccc2/C=C2\C(=O)NC(=O)N(c3cccc(Cl)c3Cl)C2=O)cc1 | 28%
Cc1cc(/C=N/NC(N)=S)c(C)n1-c1ccc(Cl)cc1 | 23%
COc1ccc(S(=O)(=O)N2CCC(C)CC2)cc1C(=O)O | 7%
COc1ccc(NC(=O)c2ccc(CN(c3cc(Cl)ccc3C)S(=O)(=O)c3ccccc3)cc2)c(OC)c1 | 0%
Cc1ccccc1NC(=O)c1c(NC(=O)c2ccc([N+](=O)[O-])cc2)sc2c1CCCC2 | 15%
O=C(O)C1CC=CCC1C(=O)N1CCN(c2ccc(F)cc2)CC1 (stereo not given) | 0%
COc1ccc(/C=N/n2cnnc2)cc1Br | 16%
COc1ccc(/C=C2/C(=O)NN(c3ccc(I)cc3)C2=O)cc1Br | 8%
O=C1NCCN/C1=C\C(=O)c1cccc(Br)c1 | 1%
CCc1cc(=O)oc2c(C)c(Oc3ccc(C(F)(F)F)cc3[N+](=O)[O-])ccc12 | 8%
C=CCNC(=O)/C(=C/c1ccc(C(C)C)cc1)NC(=O)c1ccccc1 | 0%
CCOC(=O)C1=C(C)N=c2s/c(=C/c3ccccc3Cl)c(=O)n2C1c1ccccc1 (stereo not given) | 3%
O=C(O)C1C2CCC(O2)C1C(=O)Nc1ccc2c(c1)OCCO2 (stereo not given) | 14%
N/C(=N\OC(=O)COc1ccc(Br)cc1Cl)c1ccccn1 | 7%
COc1cccc(/C=N/NC(=O)C(C)Oc2ccc(OCc3ccccc3)cc2)c1OC (stereo not given) | 10%
N/C(=N\OC(=O)Cc1ccc(Cl)cc1)c1cccc([N+](=O)[O-])c1 | 14%
COc1cccc(/C=N/NC(=O)C(=O)Nc2cccc(OC)c2)c1 | 10%
(more compounds)
SMILES | RNase H inhibition
CC(C)(C)c1ccc(Cn2c(-c3nonc3N)nc3ccccc32)cc1 | 17%
O=[N+]([O-])c1ccc(Cl)c(S(=O)(=O)Nc2ccccn2)c1 | 0%
Cc1ccc(CC2C(=O)N(c3ccc(Cl)c(Cl)c3)C(=O)C2C)cc1 (stereo not given) | 3%
COC(=O)CN(Cc1ccccc1)S(=O)(=O)c1ccc(OC)c(OC)c1 | 1%
COc1ccc(OCC(O)CN2C(=O)c3ccccc3S2(=O)=O)cc1 (stereo not given) | 3%
C=CCc1c(C)nc2cc(-c3cccc(F)c3)[nH]n2c1=O | 0%
Cc1cccc(NS(=O)(=O)c2cc(Cl)ccc2Cl)n1 | 35%
O=C(Cc1ccccc1)NCC1(c2ccccc2)CCCC1 | 9%
O=C(Nc1ccc(F)cc1)C1CC(=O)N(c2ccc(Br)cc2)C1 (stereo not given) | 8%
COc1cc2c(cc1NC(=O)c1ccc(C)cc1Cl)oc1ccccc12 | 17%
CCCS(=O)(=O)c1c(S(=O)(=O)CCC)c2ccc(C(C)=O)cn2c1C(=O)OC | 12%
CCOc1cc(OCC)cc(C(=O)Nc2ccc(Cl)cc2Cl)c1 | 0%
O=C(Nc1ccc(NC(=O)c2ccc(Cl)cc2Cl)cc1)c1ccc2ccccc2c1 | 32%
O=C(CSc1nnc(-c2ccccc2)c(-c2ccccc2)n1)Nc1ccc(Cl)cc1 | 12%
Cc1cc([N+](=O)[O-])ccc1NC(=S)NC(=O)c1ccco1 | 12%
COc1ccc(CN2CCN(CC3CC4C=CC3C4)CC2)cc1Br (stereo not given) | 6%
C=CCNC(=S)Nc1ccc2nc3c4ccccc4c4ccccc4c3nc2c1 | 24%
Cc1ccc(/C=N/n2c(-c3ccc(C(C)(C)C)cc3)n[nH]c2=S)s1 | 15%
CC1(C)C(=O)N(Cc2ccccc2)c2ccccc2N1C(=O)c1ccc([N+](=O)[O-])cc1 | 15%
COc1ccccc1Nc1nc(-c2sc(C)nc2C)cs1 | 13%
Cc1csc(-c2coc3cc(O)cc(C)c3c2=O)n1 | 0%
N#Cc1ccccc1Sc1ccccc1C(=O)N1CCOCC1 | 1%
COc1cc(/C=C2\SC(=S)NC2=O)cc(Br)c1OCCOc1ccc(C)cc1C | 11%
Cc1cc(C)cc(CC2CC(=O)N(c3ccc(C)cc3Br)C2=O)c1 (stereo not given) | 7%
COc1ccc2nc(SC)[nH]c2c1 | 16%
CC(Sc1ccc(Cl)cc1)C(=O)Nc1cccc2ccccc12 (stereo not given) | 11%
Cc1cc2nn(-c3ccc(Cl)cc3)nc2cc1NC(=O)c1cccnc1 | 27%
OCc1cn(-c2ccccc2)nc1-c1cccnc1 | 15%
Cc1cccc(OCCCN2CCCCC2)c1 | 6%
N#C/C(=C\C=C\c1ccccc1)c1nc(-c2ccccc2)cs1 | 8%
COc1ccc(CN2CCN(c3cccc(Cl)c3)CC2)cc1OCc1ccccc1 | 9%
COc1ccc(OCC(=O)N/N=C\c2cc(O)c(O)c(Br)c2)c(Br)c1 | 64%*
COc1ccc(CC(=O)N/C(N)=N/c2nc3ccccc3s2)cc1OC | 4%
Cc1cc(C)nc(SCC(=O)Oc2ccc3c(C)cc(=O)oc3c2)n1 | 8%
O=C(Nc1ccc(I)cc1Cl)c1ccc(OCc2ccccc2)cc1 | 0%
CCOC(=O)c1c(NC(=O)c2cc(Cl)ccc2[N+](=O)[O-])sc(C(=O)N(CC)CC)c1C | 10%

Grouped by structure, the compounds so far with a tert-butyl group (2)
SMILES | RNase H inhibition
CC(C)(C)c1ccc(Cn2c(-c3nonc3N)nc3ccccc32)cc1 | 17%
Cc1ccc(/C=N/n2c(-c3ccc(C(C)(C)C)cc3)n[nH]c2=S)s1 | 15%

Continuation:
SMILES | RNase H inhibition
O=C1/C(=C/C=C/c2ccccc2)SC(=S)N1CCS(=O)(=O)O | 7%
COc1cccc(C(=O)Nc2ccc(C(C)C)cc2)c1 | 0%
CN(C)c1ccc(NC(=O)c2cccc3ccccc23)c2ccccc12 | 10%
COc1ccc2c(c1OC)C(=O)N(c1ccccc1C)C2=O | 30%
COc1cc(NC(=O)c2cccc3c(Br)cccc23)ccc1NC(=O)c1ccco1 | 6%
Cc1cccc(C(=O)Nc2cccc(-c3nc4ccccc4s3)c2C)c1 | 13%
O=C(Cc1ccccc1)Nc1ccc(Cl)cc1C(=O)O | 6%
O=C1CSC(=O)N1CCN1C(=O)S/C(=C\c2ccccc2O)C1=O | 5%
COC(=O)C1=CN(CC2CCCO2)C=C(C(=O)OC)C1c1cc(OC)c(OC)cc1OC (stereo not given) | 0%
COc1cc(/C=C(\C#N)c2nn(-c3ccccc3)c(N)c2C#N)ccc1OCC#N | 13%
CCCc1ccc(OCC(O)CN2CCC(C)CC2)cc1 (stereo not given) | 4%
COc1ccc(-c2nnc(Nc3ccc(C)cc3)c3ccccc23)cc1 | 23%

In a second layout: 4 of the compounds above.
| SMILES | RNase H inhibition |
| --- | --- |
| O=C(Cc1ccccc1)Nc1ccc(Cl)cc1C(=O)O | 6% |
| COc1ccc(-c2nnc(Nc3ccc(C)cc3)c3ccccc23)cc1 | 23% |
| COC(=O)C1=CN(CC2CCCO2)C=C(C(=O)OC)C1c1cc(OC)c(OC)cc1OC (stereo not given) | 0% |
| CCCc1ccc(OCC(O)CN2CCC(C)CC2)cc1 (stereo not given) | 4% |

Additional results follow.
SMILES | RNase H inhibition
CCOC(=O)c1c(NC(=O)Cc2ccccc2)sc(C(=O)Nc2cccc(Cl)c2C)c1C | 26%
COc1cc(Br)cc(/C=N/NC(=O)c2cccc(Br)c2)c1O | 0%
CN1CC(CO)O/C1=C(C#N)\C=C1\Nc2ccccc2C1=O (stereo not given) | 13%
Cc1onc(-c2ccccc2)c1C(=O)NCCC(c1ccccc1)c1ccccc1 | 12%
CCOC(=O)COc1ccccc1/C=C1\C(=O)NC(=O)N(c2cccc(Br)c2)C1=O | 8%
Cc1cccc(/C=N/N2CCN(Cc3ccc(Cl)cc3)CC2)c1 | 5%
N/C(Cc1ccc([N+](=O)[O-])cc1)=N\OC(=O)C(c1ccccc1)c1ccccc1 | 5%
COC(=O)c1c(NC(=O)c2cncc(Br)c2)sc2c1CCC2 | 11%
COC(=O)c1cc(N=NC2=C(O)CC(C)(C)CC2=O)cc(C(=O)OC)c1 | 0%
COc1ccc(N2C(=O)C3C(C2=O)C2(C)C(=O)C3(C)C(c3ccccc3)=C2c2ccccc2)cc1 (stereo not given) | 14%
COc1cc(C=O)ccc1OCCOc1c(C)cc(Br)cc1C | 15%
Cc1ccc(S(=O)(=NS(=O)(=O)c2ccc(Cl)cc2)c2ccc(C)cc2)cc1 | 20%
COc1ccc(OC)c(N/C=C(/C#N)c2nc(-c3cc4c(ccc5ccccc54)oc3=O)cs2)c1 | 23%
Cc1oc(/N=C/c2cccc(Cl)c2)c(C#N)c1C | 13%
COc1cc([C@H]2NCC[C@@]3(O)CCCC[C@H]23)cc(OC)c1OC | 14%
Cc1ccc(-c2nc3ccccc3s2)cc1NC(=S)NC(=O)c1ccco1 | 7%
CCOC(=O)COc1ccc(Br)cc1/C=C1/C(=O)NN(c2cccc(Cl)c2)C1=O | 17%
C#CCOc1ccc(Br)c(/C=N/NS(=O)(=O)c2ccc(C)cc2)c1 | 5%
O=C(C[n+]1ccccc1)c1ccc2c(c1)Cc1ccccc1-2 | 4%
COc1ccc(NC(=O)O/N=C\c2ccc(F)cc2)cc1 | 6%
CCOc1cc(/C=C(\C#N)C(=O)Nc2ccccc2Br)cc(Br)c1O | 20%

3 entries from above, ordered by length of the SMILES, largest number first.
SMILES | RNase H inhibition
COc1ccc(OC)c(N/C=C(/C#N)c2nc(-c3cc4c(ccc5ccccc54)oc3=O)cs2)c1 | 23%
O=C(C[n+]1ccccc1)c1ccc2c(c1)Cc1ccccc1-2 | 4%
Cc1oc(/N=C/c2cccc(Cl)c2)c(C#N)c1C | 13%

Bioassay records as filed in PubChem.
